Screening data deposited in PubChem BioAssay by National Center for Advancing Translational Sciences (NCATS).
POLB inh: DNA polymerase beta (human) inhibition; Pol beta primer extension/strand displacement, fluorescence kinetic; P06746; Potency, µM (doses to about 114 µM), without a hit: at the highest dose activity change, negative = inhibition, hits mostly inhibitors; AID 485314; hit rate 1.3% among 340,000; note: % is set by controls: 0 for no effect and ±100 for the full control effect
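Enzyme-only controls used 10 nM Pol beta; buffer lacking enzyme served as negative control. Compound preincubated 15 min, then 50 nM substrate added; 0 and 10 min reads at room temperature.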
APE1 inh: APE1 (human) endonuclease inhibition | hit rate 0.35% among 350,000 | Potency, µM (series often up to 65.8 µM), for inactives: at the highest dose activity change, negative = inhibition, most hits filed as inhibitors | P27695 | recombinant APE1, TAMRA/BHQ-2 abasic DNA cleavage fluorescence;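 note: plate controls were vehicle for no effect and reference inhibitor for full effect; nearly all actives have a fitted effect of over 55% in size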
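Measures dequenching upon AP-site incision of a 5'-TAMRA/3'-BHQ-2 THF-containing duplex, 50 nM; human APE1 0.75 nM after 15 min room-temperature exposure to compound; kinetic three-point read at one-minute spacing.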
G9a block: blocks human histone lysine methyltransferase G9a; Q96KQ7; G9a H3K9 monomethylation, AlphaScreen, 2 h; Potency, µM (top dose mostly 102 µM), for inactives: at the top dose activity, negative = inhibition, usual class: inhibitors; hit rate 8.8% among 350,000; AID 504332; note: % is set by controls: 0 for no effect and ±100 for the full control effect; nearly all actives have a fitted effect of over 75% in size
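G9a (20 nM) was preincubated 15 min with compound, then reacted 2 h at room temperature with 500 nM biotin-H3K9 peptide and 20 µM SAM. Monomethyl-H3K9 detected by AlphaScreen using anti-H3K9me1 antibody.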
JMJD2A Tudor inh: inhibitors of human JMJD2A Tudor domain | Potency, µM (doses to about 114 µM), without a hit: at the highest dose activity change, negative = inhibition, hits mostly inhibitors | O75164 | AID 504339 | AlphaScreen JMJD2A-Tudor / H3K4me3 peptide binding | hit rate 4.4% among 390,000; note: % is set by controls: 0 for no effect and ±100 for the full control effect; nearly all actives have a fitted effect of over 50% in size
BAZ2B block: inhibitors of human BAZ2B bromodomain; hit rate 4.4% among 360,000; Q9UIF8; Potency, µM (highest dose often 114 µM), for the others: top-dose activity change, negative = inhibition, actives largely listed as inhibitors; AID 504333; AlphaScreen BAZ2B-H3K14Ac peptide displacement; note: % is set by controls: 0 for no effect and ±100 for the full control effect; nearly all actives have a fitted effect of over 60% in size
Target sequence (Q9UIF8 whole entry, looked up): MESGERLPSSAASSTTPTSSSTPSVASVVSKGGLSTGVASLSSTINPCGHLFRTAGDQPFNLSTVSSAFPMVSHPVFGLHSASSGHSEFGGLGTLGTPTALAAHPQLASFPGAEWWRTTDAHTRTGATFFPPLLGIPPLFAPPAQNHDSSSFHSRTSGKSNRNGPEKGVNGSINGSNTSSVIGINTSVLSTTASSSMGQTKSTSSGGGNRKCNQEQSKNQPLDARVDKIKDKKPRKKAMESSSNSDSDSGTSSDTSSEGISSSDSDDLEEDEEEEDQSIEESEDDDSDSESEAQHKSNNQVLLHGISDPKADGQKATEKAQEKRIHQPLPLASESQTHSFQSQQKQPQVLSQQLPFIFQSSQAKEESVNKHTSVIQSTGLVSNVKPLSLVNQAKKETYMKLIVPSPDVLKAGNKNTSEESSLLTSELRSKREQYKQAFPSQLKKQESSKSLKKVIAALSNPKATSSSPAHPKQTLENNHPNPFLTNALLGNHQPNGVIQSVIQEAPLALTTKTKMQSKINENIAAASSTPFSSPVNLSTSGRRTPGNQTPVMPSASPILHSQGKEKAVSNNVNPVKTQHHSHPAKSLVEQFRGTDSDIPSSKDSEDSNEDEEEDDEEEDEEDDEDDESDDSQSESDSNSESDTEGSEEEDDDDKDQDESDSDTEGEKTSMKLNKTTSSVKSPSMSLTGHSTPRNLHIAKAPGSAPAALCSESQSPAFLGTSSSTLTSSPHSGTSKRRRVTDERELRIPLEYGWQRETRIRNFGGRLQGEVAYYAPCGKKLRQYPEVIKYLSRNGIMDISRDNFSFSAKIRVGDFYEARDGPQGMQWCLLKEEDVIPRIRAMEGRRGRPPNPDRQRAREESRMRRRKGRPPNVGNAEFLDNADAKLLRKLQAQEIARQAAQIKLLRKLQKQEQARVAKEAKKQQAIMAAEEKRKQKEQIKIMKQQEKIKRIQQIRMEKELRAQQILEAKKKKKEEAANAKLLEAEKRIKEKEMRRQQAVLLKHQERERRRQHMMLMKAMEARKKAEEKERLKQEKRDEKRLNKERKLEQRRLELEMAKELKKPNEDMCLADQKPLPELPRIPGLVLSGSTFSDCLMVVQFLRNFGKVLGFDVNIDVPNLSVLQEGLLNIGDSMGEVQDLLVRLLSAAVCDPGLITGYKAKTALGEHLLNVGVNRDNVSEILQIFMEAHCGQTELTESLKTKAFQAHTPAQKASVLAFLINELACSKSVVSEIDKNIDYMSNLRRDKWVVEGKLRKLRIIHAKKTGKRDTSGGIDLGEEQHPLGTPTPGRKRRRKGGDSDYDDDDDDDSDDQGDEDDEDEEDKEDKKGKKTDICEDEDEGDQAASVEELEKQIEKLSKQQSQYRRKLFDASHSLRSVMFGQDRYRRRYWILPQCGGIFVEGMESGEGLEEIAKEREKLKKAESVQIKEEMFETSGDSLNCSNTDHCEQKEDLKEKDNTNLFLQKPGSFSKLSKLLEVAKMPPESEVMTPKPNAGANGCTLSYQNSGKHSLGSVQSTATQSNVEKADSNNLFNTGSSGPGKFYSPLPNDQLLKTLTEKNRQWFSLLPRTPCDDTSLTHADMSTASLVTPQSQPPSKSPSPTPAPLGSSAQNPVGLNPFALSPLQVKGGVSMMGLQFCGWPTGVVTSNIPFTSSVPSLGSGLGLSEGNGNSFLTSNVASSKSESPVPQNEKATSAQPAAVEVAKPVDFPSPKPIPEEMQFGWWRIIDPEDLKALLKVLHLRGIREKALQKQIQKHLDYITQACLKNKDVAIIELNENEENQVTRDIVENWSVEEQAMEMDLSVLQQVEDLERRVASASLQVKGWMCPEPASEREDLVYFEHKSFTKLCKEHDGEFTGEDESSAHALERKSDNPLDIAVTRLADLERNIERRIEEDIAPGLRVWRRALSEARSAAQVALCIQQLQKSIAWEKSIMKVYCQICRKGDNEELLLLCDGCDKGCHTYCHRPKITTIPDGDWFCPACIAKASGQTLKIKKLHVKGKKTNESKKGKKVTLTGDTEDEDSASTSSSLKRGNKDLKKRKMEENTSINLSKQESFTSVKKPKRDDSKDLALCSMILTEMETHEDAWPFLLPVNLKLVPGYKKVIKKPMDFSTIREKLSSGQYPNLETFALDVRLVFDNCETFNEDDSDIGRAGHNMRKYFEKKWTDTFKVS
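BAZ2B (50 nM) with biotin-H3(5-23)K14Ac peptide (50 nM) in PBS pH 7.4, 0.01% Tween-20, preformed 30 min, then compound 30 min at room temperature; top concentration 110uM. AlphaScreen streptavidin donor/nickel chelate acceptor beads (10 ug/mL final), 20 min dark, signal read.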
POLH inh: inhibitors of human DNA polymerase eta; Q9Y253; recombinant Pol eta, fluorescent DNA replication assay; Potency, µM (top dose mostly 114 µM), for the others: at the highest dose activity change, negative = inhibition, actives largely listed as inhibitors; hit rate 1.2% among 390,000; note: % is set by controls: 0 for no effect and ±100 for the full control effect
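Fluorescent replication assay: 50 nM final substrate added after a 15 min room-temperature compound preincubation with 10 nM enzyme. Signal taken at 0 min and again at 10 min.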
Pol iota inh: blocks human DNA polymerase iota activity | Q9UNA4 | hit rate 1% among 390,000 | Potency, µM (series often up to 115 µM), for the others: at the highest dose activity, negative = inhibition, most hits filed as inhibitors | AID 588590 | Pol iota fluorescent replication assay, 10 min
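Pol iota at 10 nM preincubated 15 min with compounds at room temperature; reaction started with fluorescent substrate, 50 nM final. Fluorescence read kinetically at 0 and 10 min; buffer-only wells as negative control.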
Pol kappa inh: inhibitors of human DNA polymerase kappa. Potency, µM (top dose mostly 107 µM), inactives show top-dose activity, negative = inhibition, most hits filed as inhibitors. hit rate 0.53% among 400,000. AID 588579. Q9UBT6. purified Pol kappa, fluorescent DNA synthesis assay, 10 min; note: % is set by controls: 0 for no effect and ±100 for the full control effect
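Kinetic fluorescence readout at 0 and 10 min followed reaction start with substrate at 50 nM final. Beforehand, enzyme (10 nM Pol kappa) stood 15 min with compound at room temperature; buffer-only wells were negative controls.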
BLM inh: inhibitors of human Bloom syndrome helicase BLM; Potency, µM (top dose mostly 56.1 µM), inactives show at the highest dose activity change, negative = inhibition, hits mostly inhibitors; recombinant BLM DNA unwinding, fluorescence dequenching; P54132; hit rate 0.2% among 350,000;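 note: plate controls were vehicle for no effect and no enzyme for full effect; nearly all actives have a fitted effect of over 35% in size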
Numbers without * were called inactive; u = inconclusive; x = not tested or not shown; [ ] = another dose, or the depositor's remark. Calls come from the whole dose curve; as a rule, active = well fitted curve in the direction sought with a large enough effect; inconclusive = small, poorly fitted or top-dose-only effect, or another doubt; inactive = no such curve, though single readings can be large; an effect the other way counts as inactive or inconclusive. Potency is the fitted concentration of half-maximal effect.

SMILES	POLB inh	APE1 inh	G9a block	JMJD2A Tudor inh	BAZ2B block	POLH inh	Pol iota inh	Pol kappa inh	BLM inh
Cc1ccc(S(=O)(=O)N2CCN(C(=O)COC(=O)/C=C/c3ccc(Cl)cc3)CC2)c(C)c1	x	x	x	-4%	x	-13%	7%	-18%	x
CCOC(=O)c1ccc(N2CSC3=C(C#N)C(c4ccc(OC)cc4OC)CC(=O)N3C2)cc1 (stereo unspecified)	0%	1%	13µM*	-30%	50µM*	-9%	-2%	-20%	-3%
O=C(NCCc1ccccc1)c1ccccc1C(=O)NCCc1ccccc1	x	x	x	-10%	x	-23%	36%	-6%	x
CS(=O)(=O)N(CC(=O)Nc1cccnc1)c1ccc2c(c1)OCCO2	3%	13%	-33%[12.7 µM]	-17%	12%	11%	-7%	-5%	-3%
COc1ccccc1NC(=O)/C=C1\NC(=O)CS1	-1%	-5%	1%	2%	-12%	-17%	82%[activator]	-1%	2%
CC(=O)c1cc(C#N)c(NCc2cc(-c3ccccc3)no2)nc1C	u	-1%	2%	-14%	-1%	-6%	-22%	-2%	-7%
CC(C)(C)c1ccc(C(=O)NCC(=O)OCC(=O)NC(=O)NC2CCCC2)cc1	x	-2%	0%[12.7 µM]	-13%	1%	-21%	6%	-2%	x
COc1cccc(/C(O)=C2\C(=O)C(=O)N(c3ccccn3)C2c2ccccc2OC)c1 (stereo unspecified)	12%	-17%	u	-14%	-36%	-2%	-3%	-3%	2%
Cc1ccc(N2CC3=C(C2=O)C(c2ccc(Br)cc2)NC(=O)N3C)cc1 (stereo unspecified)	1%	x	-5%[59 µM]	-7%	-24%	-16%	20%	-13%	-7%
Cc1cc(/C=N/NC(=O)c2ccccn2)c(C)n1-c1cccc([N+](=O)[O-])c1	-8%	-1%	u	u	45µM*	-10%	115%[activator]	4%	-5%
Cc1ccc(C(=O)NCC(=O)N2CCCCCC2)cc1	17%	60%[activator]	2%	-14%	-33%	-2%	37%[activator]	-1%	0%
Cc1ccc2c(c1)N(CC(=O)NCCCN1CC(C)CC(C)C1)C(=O)c1cccnc1O2 (stereo unspecified)	-12%	25%	16%	1%	6%	-5%	19%	2%	1%
CCCCN(C(=O)c1ccc(N(C)S(=O)(=O)c2ccc(C)cc2)cc1)c1c(N)n(CCC)c(=O)[nH]c1=O	-28%	58%[activator]	46%	-15%	-20%	-19%	-4%	-2%	-2%
C/C(CC(=O)Nc1cc(Cl)ccc1C)=N\NC(N)=O	41%	16%	x	-4%	-2%	-24%	37%[activator]	5%	3%
COc1cccc(N2CC(NC(=O)c3cc4ccccc4o3)CC2=O)c1 (stereo unspecified)	u	x	2%[59 µM]	-14%	-10%	0%	-23%	-7%[60.1 µM]	-1%
O=C(CSc1cccc[n+]1[O-])CSc1cccc[n+]1[O-]	28%	3%	x	2%	-23%	-13%	-2%	-2%	0%
CCC(=O)N1CCN(c2ccc(Cl)cc2NC(=O)Cc2ccccc2)CC1	7%	-1%	8%	3%	-1%	-18%	8%	-11%	-4%
COc1ccc(C(=O)NCCc2sc(-c3ccc(F)cc3)nc2C)cc1OC	-7%	x	-10%[12.7 µM]	-16%	-18%	7%	u	-7%[60.1 µM]	3%
Cc1nn(C(=O)c2ccc(Cl)cc2)c(C)c1S(=O)(=O)N1CCOCC1	-5%	x	-44%[59 µM]	-18%	-7%	-8%	8%	-6%[60.1 µM]	-2%
Cc1ccc(C(=O)Nc2cccc(C(=O)N3CCOCC3)c2)cc1Cl	2%	6%	56%[activator]	-5%	-4%	-19%	x	-18%	-4%
CCOC(=O)C1=C(N)OC2=C(C(=O)CC(C)(C)C2)C1c1ccoc1 (stereo unspecified)	-2%	-1%	u	-5%[11.4 µM]	-10%	-10%	-9%	-9%	-7%
CCOc1ccc(-c2c(C)sc3nc[nH]c(=O)c23)cc1	16%	28%	10%	89µM*	0%	-15%	131%[activator]	1%	-11%
Cc1ccnc2c(N3C(=O)C4C5C=CC(C5)C4C3=O)cccc12 (stereo unspecified)	-1%	-3%	3%[59 µM]	-4%	-12%	u	u	1%	-3%
O=C(Nc1ccnn1C1CCN(Cc2c(F)cccc2Cl)CC1)C1CCCC1	9%	-9%	53%	-15%	-8%	-11%	11%	-10%	-3%
COc1ccc(/C(C)=N\n2cnnc2)cc1	1%	0%	-14%[59 µM]	0%	11%	-20%	27%	4%	-2%
O=C1CCCC2=C1C(c1cccs1)CC(=O)N2c1ccc(F)cc1 (stereo unspecified)	26%	-10%	-1%	-6%	-11%	-5%	10%	-11%	-4%
COc1ccc(C(=O)NC(C)Cc2cnccn2)cc1OC1CCN(C(C)C)CC1 (stereo unspecified)	0%	-14%	12%	-10%	-1%	-27%	32%[activator]	-16%	-1%
Cc1c(-c2nc(-c3ccccc3F)no2)nnn1-c1cc(F)ccc1F	12%	x	7%[59 µM]	7%	-1%	-14%	7%	24%	-3%
CCCn1c(SCc2nc(-c3ccccc3C)no2)nnc1-c1ccc(Cl)cc1	-20%	x	9%[59 µM]	7%	7%	u	11%	-5%	-9%
CCC1Oc2ccccc2N(CC(=O)NCc2ccc(C)cc2)C1=O (stereo unspecified)	35%	x	6%[59 µM]	-10%	4%	-13%	27%	-3%[60.1 µM]	0%

Another view of part of the listing above:
The line under a structure holds: POLB inh, APE1 inh, G9a block, JMJD2A Tudor inh, BAZ2B block, POLH inh, Pol iota inh, Pol kappa inh, BLM inh
- CC(C)(C)c1ccc(C(=O)NCC(=O)OCC(=O)NC(=O)NC2CCCC2)cc1
  x, -2%, 0%[12.7 µM], -13%, 1%, -21%, 6%, -2%, x
- O=C(NCCc1ccccc1)c1ccccc1C(=O)NCCc1ccccc1
  x, x, x, -10%, x, -23%, 36%, -6%, x
- COc1cccc(N2CC(NC(=O)c3cc4ccccc4o3)CC2=O)c1 (stereo unspecified)
  u, x, 2%[59 µM], -14%, -10%, 0%, -23%, -7%[60.1 µM], -1%

Limited to BLM inh, POLH inh and APE1 inh, for 2 of the compounds above:
| structure | BLM inh | POLH inh | APE1 inh |
| --- | --- | --- | --- |
| Cc1ccnc2c(N3C(=O)C4C5C=CC(C5)C4C3=O)cccc12 (stereo unspecified) | -3% | u | -3% |
| O=C(Nc1ccnn1C1CCN(Cc2c(F)cccc2Cl)CC1)C1CCCC1 | -3% | -11% | -9% |

Continuation.
SMILES	POLB inh	APE1 inh	G9a block	JMJD2A Tudor inh	BAZ2B block	POLH inh	Pol iota inh	Pol kappa inh	BLM inh
O=C1CSC(c2cccc(F)c2)N1c1ccccc1 (stereo unspecified)	32%	33%[activator]	-10%	8%	0%	-13%	11%	3%	-1%
Cc1ccc(OCCOc2ccc(S(=O)(=O)N3CCCC3)cc2C(N)=O)cc1	x	24%	8%[12.7 µM]	-7%	1%	-8%	23%	5%	x
C=C(C)C(=O)Nc1cccc(C(C)=O)c1	-2%	-7%	u	-29%	u	u	u	-4%	-10%
CCN(CC)S(=O)(=O)c1ccc(S(=O)(=O)N2CCC(N3CCCCC3)CC2)cc1	-14%	-2%	13%	-1%	-8%	0%	29%	-10%	1%
Cc1cc(C)c(S(=O)(=O)Nc2ccncc2)cc1C	2%	4%	x	-3%	2%	-5%	4%	2%	0%
COc1c(C)cc(C(=O)C2CCCN(Cc3cccc4nccnc34)C2)cc1C (stereo unspecified)	1%	8%	-19%	-25%	-19%	-3%	5%	5%	3%
COc1ccc(-c2nc3ccccc3s2)cc1	-5%	-7%	2%	34%	0%	-7%	15%	5%	2%
O=C(COc1cccnc1[N+](=O)[O-])NCc1ccco1	3%	0%	21%[12.7 µM]	-14%	-17%	-4%	11%	-14%	-6%
CC(C)C(O)C1CCN(Cc2nc(Cc3ccccc3Cl)no2)CC1 (stereo unspecified)	19%	-2%	3%	-19%	1%	-1%	-13%	1%	-4%
O=C(NC1CCCC1)C(c1c[nH]c2ccccc12)N(C(=O)Cn1nnc(-c2ccc(Cl)cc2)n1)c1ccccc1 (stereo unspecified)	28%	13%	x	-20%	-4%	-4%	5%	-16%	-10%
COCCCN(Cc1ccco1)C(=O)Cn1ncc2c([nH]c3ccccc32)c1=O	-3%	36%	-1%	-9%	-20%[57.1 µM]	-11%	-6%	8%	-1%
O=S(=O)(c1cc(Cl)ccc1Br)N1CCCCC1	3%	0%	25%[59 µM]	60%[activator]	34%	-16%	-13%[58.9 µM]	-13%	-5%
O=C(c1cc2cc([N+](=O)[O-])ccc2s1)N1CCOCC1	2%	-1%	-10%[12.7 µM]	-20%	-4%	-1%	13%	-3%	-2%
COCc1nnc(NC(=O)C2CC(=O)N(c3ccc(C)c(Cl)c3)C2)s1 (stereo unspecified)	x	20%	16µM*	-13%	-5%	-14%	10%	-17%	x
CC1CCCCN1Cc1cnc(Cl)s1 (stereo unspecified)	-1%	-3%	9%[59 µM]	-12%[57.1 µM]	-1%	-6%	-4%	-12%	1%
O=C(COC(=O)c1ccc2c(c1)S(=O)(=O)N=C1CCCCCN12)NCCc1ccc(F)cc1	19%	7%	9%	-5%	0%	7%	19%	10%	-6%
O=C(CCN=C1NS(=O)(=O)c2ccccc21)OCC(=O)c1ccccc1	x	-7%	u	-11%	4%	-2%	23%	-1%	x
CN(Cc1ccccc1)Cc1nc2c(c(=O)n(C)c(=O)n2C)n1Cc1ccccc1Cl	5%	-3%	-40%	-15%	-10%	-11%	-2%	9%	3%
[O-]/C(=C(\C(=S)NCc1ccccc1)[n+]1ccccc1)c1ccc(Cl)s1	0%	-6%	25µM*	u	u	u	186%[activator]	-12%	-8%
Cc1cc2nc(C)c(Cl)c(=O)n2[nH]1	0%	-5%	31%[activator]	-35%[57.1 µM]	-9%	u	31%[activator]	4%	-4%
Cc1ccccc1NC1=C/C(=N\S(=O)(=O)c2ccc(C(=O)O)cc2)c2ccccc2C1=O	35µM*	-8%	32µM*	40µM*	13µM*	5µM*	0.89µM*	-11%	7.1µM*
CCN1C(=O)N(c2ccc(Cl)cc2)C(C)=CC1(C)C	26%	-1%	29%	-12%[11.4 µM]	6%	-15%	13%	-20%	-1%
Cc1cc(C)c(S(=O)(=O)Nc2ccc3oc4c(c3c2)CCCC4)cc1C	-15%	x	u	u	-29%	-16%	-15%	-9%	-17%
COc1ccc(CNC(=O)CN2C(=O)c3ccccc3C2=O)cc1	2%	22%	1%	3%	-3%	4%	1%	-3%	-2%
CN1C(=O)C2(c3ccccc31)N(c1ccc(Br)cc1)C(=O)CS2(=O)=O (stereo unspecified)	0%	x	-23%[59 µM]	-12%	3%[57.1 µM]	-17%	18%	16%	4%

This is a subset (hit frequency here may not be typical).
